Rad51 HR inh: blocks human Rad51 in homologous recombination. Q06609. inhibition, % at 10 µM. hRad51 DNA strand exchange, fluorescence dequenching. actives 0.085% (n = 200,000). AID 1385;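 active = inhibition above 40% at the single screening dose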;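 also: 0% = DMSO control wells and 100% = blanks with heterologous ssDNA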
Target sequence (Q06609 whole entry, looked up): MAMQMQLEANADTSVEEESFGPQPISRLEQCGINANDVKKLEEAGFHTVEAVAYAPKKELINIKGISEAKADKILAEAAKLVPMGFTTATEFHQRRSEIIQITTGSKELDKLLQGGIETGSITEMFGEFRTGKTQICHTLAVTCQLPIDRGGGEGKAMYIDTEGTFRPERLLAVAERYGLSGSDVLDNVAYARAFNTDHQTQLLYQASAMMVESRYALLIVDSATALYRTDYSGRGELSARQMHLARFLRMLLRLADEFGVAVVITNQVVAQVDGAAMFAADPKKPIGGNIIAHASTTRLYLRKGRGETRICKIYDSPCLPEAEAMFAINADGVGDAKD
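Material: hRad51 filaments on single-stranded DNA; Reagent: Donor/quencher-labelled 47-bp dsDNA substrate; Compound: 10 µM final, single point; Schedule: 37 °C 15-min filament assembly, 30-min compound preincubation, 15-min exchange; Technique: FRET fluorescence, excitation 485 nm, emission 520 nm; Benchmarks: control wells and blank wells on each plate.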
Cl transport mod: modulators of human KCC2 chloride dependent transport | Q9H2X9 | KCC2 cells, thallium flux FluoZin-2 fluorescence | B-score of Tl+ flux slope (higher = more flux/activation; lower = inhibition) at 10 µM | actives 2.2% (n = 190,000);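 active = thallium flux slope and its plate-corrected score both differing from the plate sample mean at a set confidence after two filtering rounds, in either direction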;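 also: slope of fluorescence scaled to starting intensity during 10 to 20 s after thallium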
TNF death inh: inhibitors of TNF-alpha induced necroptosis in Jurkat FADD-/- cells. actives 0.068% (n = 220,000). activation (protection from cell death), % at 10 µM. Jurkat FADD-/- TNF necroptosis rescue, ATP luminescence, 24 h; 0 = TNF only, 100 = no-TNF cells. AID 463075;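 active = activation, meaning protection from cell death, of at least 50% relative to plate controls; inactive = activation below 50%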;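 also: necroptosis triggered by 40 ng/mL TNF-alpha added together with compound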
MDM2 E3 inh: inhibitors of human Mdm2 E3 ubiquitin ligase; AID 1230; actives 0.11% (n = 210,000); cell-based MDM2 ubiquitination luciferase reporter, 2 h; 0 = plate control, 100 = twice control, blank-subtracted; signal enhancement, % at 5 µM;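 active = signal enhancement of 30% or more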;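 also: luminescence tracks abundance of the self-degrading MDM2-luciferase fusion protein; higher signal means inhibition of MDM2 E3 ligase activity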
Target sequence (Q00987 whole entry, looked up, the tested form may be a part): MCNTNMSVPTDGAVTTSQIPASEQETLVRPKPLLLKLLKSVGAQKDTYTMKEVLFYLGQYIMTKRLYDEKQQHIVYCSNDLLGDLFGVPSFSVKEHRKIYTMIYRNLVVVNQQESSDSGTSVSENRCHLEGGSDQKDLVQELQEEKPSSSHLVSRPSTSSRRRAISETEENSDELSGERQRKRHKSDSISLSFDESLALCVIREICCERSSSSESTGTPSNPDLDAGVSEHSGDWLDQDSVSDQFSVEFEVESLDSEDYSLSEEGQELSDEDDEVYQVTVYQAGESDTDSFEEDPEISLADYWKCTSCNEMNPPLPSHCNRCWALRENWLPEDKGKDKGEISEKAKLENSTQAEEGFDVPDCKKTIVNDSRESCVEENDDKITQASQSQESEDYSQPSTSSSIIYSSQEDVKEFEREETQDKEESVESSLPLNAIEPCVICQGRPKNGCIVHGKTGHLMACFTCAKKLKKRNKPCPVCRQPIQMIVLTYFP
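Test system: mammalian cells stably expressing self-ubiquitinating, self-degrading MDM2 E3–luciferase fusion; Amount: 2000 cells in each well; Medium: DMEM; Schedule: 4 h settle plus 2 h compound, 37 °C; Technique: SteadyLite luciferase luminescence after 15 min room-temperature reagent incubation; Benchmarks: plate control and blank wells.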
EBV gp42 block: inhibitors of Epstein-Barr virus glycoprotein 42. inhibition, % (tested at 21.74 µM). actives 0.42% (n = 220,000). Fluorescence polarization binding assay, mP read-out. Q1HVG2; in the data active = inhibition above about 50%
Target sequence (Q1HVG2 whole entry, looked up): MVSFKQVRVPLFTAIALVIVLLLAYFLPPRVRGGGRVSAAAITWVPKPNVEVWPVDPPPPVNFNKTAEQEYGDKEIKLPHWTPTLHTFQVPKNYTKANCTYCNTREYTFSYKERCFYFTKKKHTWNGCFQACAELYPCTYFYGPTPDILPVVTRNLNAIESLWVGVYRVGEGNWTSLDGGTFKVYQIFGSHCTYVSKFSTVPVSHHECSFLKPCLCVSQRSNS
m-calpain inh: blocks pig calpain II enzyme activity; purified calpain II, fluorogenic peptide substrate, 30 min; inhibition, % at 16 µM; actives 0.37% (n = 220,000); AID 1236;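 active = inhibition above about 50%, limit read from the data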
eIF4E 4G PPI: blocks eIF4E binding to eIF4G; inhibition, % at 21.7 µM; actives 0.37% (n = 220,000); AID 782; P63073+Q04637; TR-FRET eIF4E-eIF4GI(517-606) binding, 2 h;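 active = inhibition above about 30%, limit read from the data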;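 also: 0% = full FRET control wells and 100% = background wells lacking eIF4GI fragment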
L929 necroptosis: L929 zVAD cell death inhibition; L929 zVAD necroptosis rescue, ATP luminescence, 24 h; with zVAD 60 µM; viability rescue, % at 10 µM; actives 0.38% (n = 220,000); AID 1377;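 active = activation, scaled between plate controls, above about 75%, limit read from the data; inactive = activation under that limit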;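 also: 0% = zVAD with DMSO and 100% = DMSO alone without zVAD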
PERK inh: blocks human PERK kinase; Q9NZJ5; CHO PERK-DD fusion, SEAP luminescence translation reporter; inhibition, % at 5.6 µM; actives 0.17% (n = 220,000); AID 1416;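 active = inhibition above the mean inhibition of all tested compounds plus 3 SD, set separately per screening campaign, cut at about 2.9% in these data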;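 also: PERK kinase domain activated by AP20187 dimerizer at 100 nM; 0% = DMSO with dimerizer and 100% = rapamycin at 8.4 µM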
Active calls of the source: *; i = inactive; x = no result given; [ ] = remark or other dose.

SMILES	Rad51 HR inh	Cl transport mod	TNF death inh	MDM2 E3 inh	EBV gp42 block	m-calpain inh	eIF4E 4G PPI	L929 necroptosis	PERK inh
COc1ccc(C2Nc3ccccc3C(=O)N2Cc2ccco2)cc1COc1ccc(NC(C)=O)cc1 (configuration not stated)	-16.7	0.177	-13.0	-3.3	-17.6	-451.4	-16.2	0.7	-1.5
Cc1cccc(NC(=O)Nc2cccc(C)n2)n1	-0.2	-0.848	-0.8	-9.1	-6.4	-8.8	2.6	2.3	-1.1
Cc1ccc(CC23CN4CCN(CC(C4)C2O)C3)c(C)c1 (configuration not stated)	-4.8	0.935	2.1	-7.2	-10.1	-14.6	x	-0.7	-0.3
COC(=O)c1sccc1NC(=O)NC1CCCCC1	7.0	-0.365	0.8	-6.3	1.3	-7.9	4.0	3.7	0.9
N#Cc1ccccc1NC(=O)COC(=O)/C=C/c1cn(-c2ccccc2)nc1-c1ccc(Cl)cc1	-4.4	0.0253	-2.5	-1.4	1.8	46.1	8.4	0.0	0.7
Cn1c(=O)oc2cc(S(=O)(=O)Nc3ccc(Cl)cc3F)ccc21	6.8	-0.677	1.1	-7.6	-24.5	16.6	-1.0	-1.1	1.5
O=C(Nc1nc2c(s1)CCCC2)c1cccnc1	4.1	-0.203	-1.5	1.5	2.7	25.4	-5.5	1.6	-0.6
O=C(CCS(=O)(=O)c1ccccc1)N1CCOCC1	7.1	0.544	1.7	-12.1	-13.2	1.6	-6.8	2.0	0.2
CC(=O)c1ccc(NC(=O)COC(=O)c2nc(Cl)ccc2Cl)cc1	6.3	0.686	-0.5	-4.7	0.7	-26.3	-2.5	1.3	0.0
Cc1ccc(N2C(=O)[C@@H]3[C@H](C2=O)C2CCCN2[C@@H]3C(=O)c2ccccc2)cc1 (some centres not stated)	-20.9	-0.623	-3.7	-9.1	41.6	-65.2	-0.5	-1.2	0.8
COc1ccc(S(=O)(=O)N2CCCCC2)cc1-n1cnnn1	-1.3	0.0671	1.3	7.8	-12.9	-12.3	0.8	2.7	0.9
Cc1ccc(OCC(=O)NC2CCS(=O)(=O)C2)cc1 (configuration not stated)	-1.1	-0.33	0.6	-14.8	-24.4	0.9	0.8	0.8	1.1
COc1ccccc1N1CCN(S(=O)(=O)c2c(C)[nH]c(=O)[nH]c2=O)CC1	x	2	-0.1	6.1	-4.2	6.1	2.6	0.3	2.8
CN(C(=O)COC(=O)c1cc(S(=O)(=O)N2CCCCC2)ccc1N1CCOCC1)C1CCS(=O)(=O)C1 (configuration not stated)	-18.0	x	5.5	x	-21.7	-12.9	-7.6	0.9	2.3
CN1CCN(C=NC2=NN(c3cccc(C(F)(F)F)c3)CC2)CC1	-5.7	0.757	-0.2	-17.7	-12.6	22.7	4.2	0.0	0.3
CC1CC(C)CN(C(=O)COC(=O)c2ccc[nH]c2=O)C1 (configuration not stated)	-0.4	1.55	0.9	-14.6	2.2	-26.8	-4.8[fluorescence artefact?]	1.5	0.4
Cc1ccc(C)c(-n2c(CNc3ccc(F)cc3)nnc2SCC(N)=O)c1	4.3	-0.477	1.2	-3.0	2.6	7.4	-24.0	0.3	0.5
O=Cc1cn(-c2ccc(F)cc2)c2ccccc12	-6.0	0.0548	0.5	-8.2	-0.6	24.2	-4.5	0.7	0.1
C#CCSc1nc(N)c2c(n1)OC(N)=C(C#N)C2c1cccnc1 (configuration not stated)	-3.9	-0.597	1.7	-7.9	-1.8	6.5	-5.0	1.2	-0.2
COc1ccc(S(=O)(=O)N2CCc3cc(OC)c(OC)cc3C2)cc1	-14.2	0.851	0.5	-19.4	-17.4	-8.2	1.6	-0.4	-1.9
COc1ccc(C2C(C#N)=C(N)N(c3ccccc3)C3=C2C(=O)CCC3)cc1Cn1cc([N+](=O)[O-])cn1 (configuration not stated)	2.8	0.0226	-10.5	0.9	9.2	-22.7	-0.9	-0.5	-0.7
CCOC(=O)C1=C(C)N=C(/N=C/N(C)C)SC1c1ccccc1 (configuration not stated)	3.4	-0.0392	1.2	-17.4	-6.8	21.8	-0.7	1.0	0.8
Cc1c(-c2ccccc2)nc(N)c(C#N)c1-c1cccs1	-1.1	x	-0.4	4.3	7.5	-25.1	-6.1	0.2	-0.4
Cc1ccc(N2C(=O)[C@@H]3C(c4ccc(F)cc4)=NO[C@@H]3C2=O)cc1	-5.2	-0.59	-1.4	-11.3	-11.3	-2.0	3.0	0.1	0.7

2 compounds picked at random from those above, as already listed:
SMILES	Rad51 HR inh	Cl transport mod	TNF death inh	MDM2 E3 inh	EBV gp42 block	m-calpain inh	eIF4E 4G PPI	L929 necroptosis	PERK inh
CC1CC(C)CN(C(=O)COC(=O)c2ccc[nH]c2=O)C1 (configuration not stated)	-0.4	1.55	0.9	-14.6	2.2	-26.8	-4.8[fluorescence artefact?]	1.5	0.4
Cc1ccc(C)c(-n2c(CNc3ccc(F)cc3)nnc2SCC(N)=O)c1	4.3	-0.477	1.2	-3.0	2.6	7.4	-24.0	0.3	0.5

Following part.
SMILES	Rad51 HR inh	Cl transport mod	TNF death inh	MDM2 E3 inh	EBV gp42 block	m-calpain inh	eIF4E 4G PPI	L929 necroptosis	PERK inh
CCOC(=O)CSC1=C(C#N)C(c2ccc(Cl)cc2)C(C(=O)OC)C(=O)N1 (configuration not stated)	3.0	-0.0608	-1.1	-4.7	-16.1	-16.1	2.4[fluorescence artefact?]	0.1	0.3
Cc1nc(-n2nnc3cc(C)c(C)cc32)c2c3c(sc2n1)CCCC3	-2.0	-0.965	-2.1	15.6	-0.7	-14.6	4.7	-0.3	1.1
CC(Oc1ccc(F)cc1)C(O)CCN(C)C (configuration not stated)	-59.8	0.631	0.3	-3.4	12.8	0.7	1.0	2.0	1.2
COC(=O)C1CCN(C(=O)CSc2nc3ccc(OC)cc3[nH]2)CC1	0.2	0.482	-0.5	2.1	5.0	3.1	1.0	1.4	-0.6
CCOc1ccc(S(=O)(=O)N/N=C2/CCCC(=O)C2)cc1	-2.8	0.49	1.0	7.4	-8.9	-7.0	14.2[fluorescence artefact?]	0.3	0.7
Cc1nn(CCC(N)=O)c2nc(-c3cccs3)cc(C(F)(F)F)c12	6.7	0.0999	1.9	-2.1	2.6	i	-3.3	2.6	0.3
CCCCCn1c(=O)c2ccccc2n2c(CCl)nnc12	14.4	-0.656	-6.3	4.3	-5.6	-15.4	1.7	-0.6	0.9
Cc1ccc(OCC(=O)N2CCc3ccccc3C2)c([N+](=O)[O-])n1	-5.6	-1.91	2.0	-13.7	-17.4	15.0	0.0	0.1	-0.8
CC(=O)NC(CC(=O)O)c1ccccc1 (configuration not stated)	11.3	0.0554	3.3	-8.6	-15.3	3.0	2.8	0.2	1.3
CS(=O)(=O)N1CCCC(C(=O)NCc2ccccc2Cl)C1 (configuration not stated)	-9.2	x	-0.8	-18.6	-15.9	-10.8	-0.8	0.4	-0.5
COc1ccc(C(=O)Nc2ccc(F)cc2F)cc1	-2.9	0.78	-0.2	-24.7	-9.3	11.3	-5.8[fluorescence artefact?]	-0.3	0.4
CC(=O)N1CCN(Cc2nc3cc(NS(C)(=O)=O)ccc3n2C)CC1	5.3	0.557	-1.7	9.4	-22.1	-3.1	-1.8	-0.2	0.7
Cc1cccn2cc(-c3ccc(NC(=O)Cc4ccccc4)cc3)nc12	5.7	0.207	0.3	10.1	-8.7	-23.3	-2.8	1.8	-0.1
COc1ccc(CNC(=O)CSc2nnnn2C)cc1OC	11.8	0.392	-0.2	-15.3	-9.9	26.0	-1.4	0.6	1.3
O=C(C1CCN(S(=O)(=O)N2CCOCC2)CC1)N1CCOCC1	3.0	1.84	-0.5	-3.5	-0.6	-29.2	-3.3	-0.2	0.5
COc1ccc(C(=O)COC(=O)CN2C(=O)C3C4C=CC(C5CC45)C3C2=O)cc1 (configuration not stated)	1.8	-0.447	1.0	1.0	-6.8	-5.2	24.1	0.3	1.0
O=C(NCc1cccs1)c1cc2c(s1)CCCC2	-2.2	0.0047	0.7	-3.6	-19.4	8.8	-9.2	0.2	-0.5
Cc1ccc(C(=O)N/C(=C\c2ccc(C)o2)C(=O)O)cc1	-5.8	0.773	3.9	-6.0	-6.1	4.6	-3.1	-0.3	-0.6
Cc1ccc(NC(=O)c2c(C)nn(-c3ccccc3)c2Cl)cc1	-8.3	-0.377	2.0	-9.8	-19.3	14.0	1.4	0.7	0.2
Cc1ccc(COc2ccccc2C(=S)N2CCCC2)cc1	-0.9	-0.542	-0.6	-5.8	-14.0	19.6	-0.4	0.3	0.5
CCSC1=NCCN1S(=O)(=O)c1ccc(Cl)cc1	32.1	-0.0368	-0.5	-18.0	-13.8	-25.0	-3.6	1.3	0.9
CCc1ccc(CN2CC(C(=O)O)CC2=O)cc1 (configuration not stated)	x	x	2.0	1.4	-6.0	-23.0	2.2[fluorescence artefact?]	1.3	0.6
CCSc1ccccc1C(=O)Nc1ccc([N+](=O)[O-])cc1OC	25.2	-1.71	0.5	1.8	-12.7	11.9	7.1	2.8	-0.5
CC(Cc1ccccc1)C(=O)NCc1ccccn1 (configuration not stated)	-4.7	-0.0143	0.6	x	-2.3	-6.6	-1.1[fluorescence artefact?]	3.2	-0.1
Cc1cc(C(=O)N2CCN(CCc3ccccc3)CC2)no1	3.5	-0.00727	-1.3	-7.0	4.6	26.3	-4.4	-0.1	0.8
CC1(C)Oc2ccc3ccc(=O)oc3c2/C(=C/NCCN/C=C2\C(=O)C(C)(C)Oc3ccc4ccc(=O)oc4c32)C1=O	x	-3.8	-5.9	-14.9	-14.3	-150.4	-9.1	-1.0	0.2
CCn1nc(C(=O)Nc2nc3ccccc3[nH]2)c2ccccc2c1=O	5.5	x	1.1	-4.4	-11.2	6.6	-1.4	1.6	-1.1
COC(=O)c1cccc(NC(=O)CSc2nc(O)c(-c3ccccc3)c(=O)[nH]2)c1	-5.2	-0.744	-1.2	-11.5	5.9	5.5	2.2	1.5	0.8
O=C(CCn1cccc1)Nc1ccc(OC(F)(F)F)cc1	19.4	0.206	1.8	-18.4	-7.4	-9.2	0.5	2.6	-0.1
O=S(=O)(NC1c2cccc3cccc(c23)C1N1CCNCC1)c1ccc(Cl)cc1 (configuration not stated)	3.2	0.0759	-1.3	-38.1	-27.0	-21.6	3.2	4.7	1.2
O=C(CC(c1ccco1)C1CCCCC1=O)c1ccccc1 (configuration not stated)	-3.2	-0.0672	-0.9	-19.1	-8.3	-9.5	-1.2	0.5	-0.2
CCC(=O)NC(=S)Nc1ccccc1C(=O)NC1CCCCC1	x	0.158	4.5	-9.1	-13.9	-2.0	2.2[fluorescence artefact?]	1.6	1.1
CCCCNC(=O)CC1N=C2c3ccccc3N=C(SCC(=O)Nc3ccc(OC)cc3)N2C1=O (configuration not stated)	-1.9	1.34	2.0	-30.9	-2.2	-133.4	-36.2	4.6	-0.5
CN(C)c1cc(Cl)c2nonc2c1N	6.5	0.89	-2.4	-11.6	-3.1	6.4	-2.8	1.3	2.1

Some of these compounds in order of their number in eIF4E 4G PPI, largest number first.
| compound | eIF4E 4G PPI |
| --- | --- |
| O=S(=O)(NC1c2cccc3cccc(c23)C1N1CCNCC1)c1ccc(Cl)cc1 (configuration not stated) | 3.2 |
| O=C(CC(c1ccco1)C1CCCCC1=O)c1ccccc1 (configuration not stated) | -1.2 |
| CCn1nc(C(=O)Nc2nc3ccccc3[nH]2)c2ccccc2c1=O | -1.4 |
| CC1(C)Oc2ccc3ccc(=O)oc3c2/C(=C/NCCN/C=C2\C(=O)C(C)(C)Oc3ccc4ccc(=O)oc4c32)C1=O | -9.1 |

Screens deposited in PubChem by several laboratories.

No enrichment for hits (roughly 3.6% active in at least one column).
